CAL PDZ FP-1 = untagged CAL PDZ binding inhibitors, primary screen, biochemical, fluorescence polarization, HTS. inhibition, % at 24.9 µM. 0.92% of 300,000 active. AID 602252, 2012. purified CAL PDZ, TMR-peptide fluorescence polarization, 1 h. Golgi-associated PDZ and coiled-coil motif-containing protein (Homo sapiens), Q9HD26;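 active means mean inhibition of at least 30% with at least half of replicates also reaching 30%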;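 further: 0% = DMSO neutral control and 100% = excess unlabeled competitor peptide PRC23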
Pemphigus Ab inh = inhibitors of pemphigus antibody binding to DSG3, primary screen, biochemical, bead-based, flow cytometry, scFv-GFP; 0.48% of 310,000 active; Desmoglein-3 (Homo sapiens), P32926; DSG3-coupled beads, scFv-anti-DSG3-GFP binding; hits give low values; binding (percent of control), % at 10 µM;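 active means binding more than 3 SD below its plate's average and above zero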;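 further: hits lower antibody fragment binding to DSG3; some compounds called inactive have numbers as strong as hits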
LANA DNA inh = inhibitors of KSHV C-LANA binding to DNA, primary screen, biochemical, fluorescence polarization, FAM-LBS DNA, MBP-C-LANA, single point. AID 504423, 2011. 0.078% of 340,000 active. inhibition, % at 9 µM;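 active means highest replicate inhibition at or above 60% at 9 µM, even if other replicates fall short; inactive means all replicates below 60% inhibition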;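 further: 0% = neutral control wells and 100% = 4 µM acridine orange control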
CAL PDZ FP-2 = CAL PDZ peptide-binding inhibitors, primary screen, biochemical, fluorescence polarization, Cer-tagged CAL PDZ, HTS; Golgi-associated PDZ and coiled-coil motif-containing protein (Homo sapiens), Q9HD26; purified CAL PDZ, TMR-peptide fluorescence polarization, 1 h; inhibition, % at 20 µM; 0.02% of 330,000 active; AID 504414, 2011;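 active means highest replicate inhibition of at least 40%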;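 further: plate controls were DMSO neutral control wells for no effect and unlabeled competitor peptide control wells for full effect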
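Material: tagged CAL PDZ protein CerCALP, purified; buffer or medium: sodium phosphate/NaCl buffer pH 7.4 with TCEP, IgG, Thesit; also added: fluorescent TMR peptide probe; schedule: 1 h incubation at room temperature before polarization reading; technique: fluorescence polarization from S- and P-plane intensities, G-factor corrected; control set: unlabelled peptide and DMSO controls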
Keap1-Nrf2 PPI = Keap1-Nrf2 protein-protein interaction inhibitors, primary screen, biochemical, fluorescence polarization, single point; Keap1 Kelch-Nrf2 peptide fluorescence polarization, 1536-well; inhibition, % at 9.4 µM; 0.15% of 340,000 active; AID 504523, 2011; in the data active means inhibition above about 12%;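 further: human Keap1 Kelch domain with fluorescein labeled Nrf2 9mer peptide probe; 0% = neutral control wells and 100% = peptide positive control; higher means more block of Keap1 binding to Nrf2 peptide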
V-ATPase pHluor = regulators of yeast V-ATPase proton pumping, primary screen, pHLuorin cytosolic pH fluorescence; 0.37% of 350,000 active; response, % at 10 µM; S. cerevisiae; AID 504577, 2011; in the data active means response mostly above about 7.3%, no sharp cut-off; inactive means mostly below about 5.4%; further: actives read high; inactives centre near 0; some compounds called inactive have numbers as strong as hits
Cardiac RTF inh = cardiac RTF calcium sensitivity inhibitors, primary screen, biochemical, IANBD-TnC fluorescence, EC70 calcium. Troponin I, cardiac muscle (Homo sapiens) + Troponin T, cardiac muscle (Homo sapiens) + …. IANBD-labeled cardiac RTF, Ca2+ fluorescence. inhibition, % at 7.15 µM. 0.12% of 340,000 active. AID 493244, 2011;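 active means inhibition above the mean inhibition of all tested compounds plus 3 SD, cut at about 17% in these data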;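 further: assay run at fixed EC70 calcium of 1.6 mM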
Arrestin-AP2 inh = inhibitors of beta-arrestin/AP2 binding, primary screen, biochemical, GPCR trafficking, flow cytometry | 0.31% of 340,000 active | AID 504490, 2011 | inhibition, % at 10 µM | FITC-arrestin peptide / GST-AP2 beads; AP2 beta2 appendage carries R879A mutation | beta-arrestin 1 C-terminal peptide binding to AP2 beta2-adaptin appendage (human);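 active means inhibition above a set limit, near 3 SD of compounds lacking own fluorescence, cut at about 54% in these data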;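 further: plate controls were DMSO wells for no effect and 5 µM unlabelled arrestin peptide for full effect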
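Assay system: GST-AP2 R879A bound to glutathione beads, E. coli-expressed; Medium: PBS with 0.05% Tween 20 and 0.1% BSA; Also added: fluorescein-tagged arrestin peptide at 50 nM final; Timing: 12 min plus 1 h, RT; Measured by: flow cytometry, FL1 (488/535 nm); Evaluation: percent drop in bead-associated FITC signal.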
NSD2 HMT inh = NSD2 histone methyltransferase inhibitors, primary screen, biochemical, AlphaScreen, single concentration, set 2; 0.54% of 310,000 active; inhibition, % at 12.5 µM; NSD2 peptide methylation, 120 min; AID 743445, 2014; in the data active means inhibition above about 50%
Target sequence (O96028 whole entry, looked up): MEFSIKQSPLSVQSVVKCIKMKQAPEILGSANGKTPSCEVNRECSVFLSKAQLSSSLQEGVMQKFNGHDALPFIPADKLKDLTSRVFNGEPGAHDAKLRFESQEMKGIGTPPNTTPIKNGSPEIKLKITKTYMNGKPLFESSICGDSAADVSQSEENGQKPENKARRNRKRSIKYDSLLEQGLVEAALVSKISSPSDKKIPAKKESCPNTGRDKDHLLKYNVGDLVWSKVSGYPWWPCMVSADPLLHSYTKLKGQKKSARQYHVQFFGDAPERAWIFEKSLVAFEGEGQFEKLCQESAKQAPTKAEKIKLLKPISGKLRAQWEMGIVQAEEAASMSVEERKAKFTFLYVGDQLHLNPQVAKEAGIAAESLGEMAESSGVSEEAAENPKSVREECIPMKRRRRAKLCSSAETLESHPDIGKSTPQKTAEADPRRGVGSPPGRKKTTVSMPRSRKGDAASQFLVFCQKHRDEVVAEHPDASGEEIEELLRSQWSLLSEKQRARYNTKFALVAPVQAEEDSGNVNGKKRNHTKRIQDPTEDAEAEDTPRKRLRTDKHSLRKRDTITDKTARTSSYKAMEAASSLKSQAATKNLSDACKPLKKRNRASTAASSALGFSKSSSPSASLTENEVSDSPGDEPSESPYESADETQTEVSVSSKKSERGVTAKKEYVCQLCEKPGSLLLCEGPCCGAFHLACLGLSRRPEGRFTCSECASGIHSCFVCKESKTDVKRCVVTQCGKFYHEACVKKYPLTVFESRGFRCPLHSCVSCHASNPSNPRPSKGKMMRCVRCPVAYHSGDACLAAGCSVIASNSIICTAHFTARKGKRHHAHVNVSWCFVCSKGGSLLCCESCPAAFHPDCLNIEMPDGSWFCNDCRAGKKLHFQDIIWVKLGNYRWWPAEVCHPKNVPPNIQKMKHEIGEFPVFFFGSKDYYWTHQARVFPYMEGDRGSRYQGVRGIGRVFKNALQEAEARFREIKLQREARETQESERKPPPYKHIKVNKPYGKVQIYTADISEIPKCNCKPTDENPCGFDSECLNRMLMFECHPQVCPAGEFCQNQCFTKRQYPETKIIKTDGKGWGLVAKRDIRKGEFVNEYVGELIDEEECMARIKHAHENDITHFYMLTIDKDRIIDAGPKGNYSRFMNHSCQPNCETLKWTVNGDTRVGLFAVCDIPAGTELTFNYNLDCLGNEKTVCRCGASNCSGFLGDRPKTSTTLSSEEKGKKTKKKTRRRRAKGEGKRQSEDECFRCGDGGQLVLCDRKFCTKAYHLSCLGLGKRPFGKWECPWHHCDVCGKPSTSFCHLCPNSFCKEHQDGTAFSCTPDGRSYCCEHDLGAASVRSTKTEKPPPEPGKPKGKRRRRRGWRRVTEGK
DAGLB inh = DAGLB lipase inhibitors, primary screen, biochemical, fluorescence, HTS; Diacylglycerol lipase-beta (Homo sapiens), Q8NCG7; HEK293T DAGLB membrane lysate, EnzChek fluorogenic substrate; inhibition, % at 5.17 µM; 0.059% of 340,000 active; AID 504411, 2011; in the data active means inhibition above about 34%;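 further: 0% = enzyme with vehicle and 100% = wells lacking enzyme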
The depositor's hits bear a star; x = not tested or not shown. Only part of the results is shown, so the mix of outcomes need not match the whole.

SMILES	CAL PDZ FP-1	Pemphigus Ab inh	LANA DNA inh	CAL PDZ FP-2	Keap1-Nrf2 PPI	V-ATPase pHluor	Cardiac RTF inh	Arrestin-AP2 inh	NSD2 HMT inh	DAGLB inh
Cc1ccc(S(=O)(=O)NC2=NCCCCC2)cc1	-4	82	-0.4	-2.7	0	-2	-31	0	1	1
Cc1cccc(NC(=S)N/N=C/c2cccn2Cc2ccc(F)cc2)c1	-4	97	-2.0	0.1	0	0	-1	18	1	-5
O=c1c2[nH]c3ccccc3c2ncn1C1CCCCC1	-2	73	-2.5	-0.5	6	5	-2	29	-2	-2
CS(=O)(=O)c1ccc2nc(NC(=O)c3ccccc3Br)sc2c1	-8	120	1.9	-1.3	1	1	0	40	2	-3
CCOC(=O)N1CCN(C(=O)COc2cc(=O)n(CC)c3ccccc23)CC1	-6	x	0.5	-0.4	1	0	0	2	1	1
CCS(=O)(=O)NCCc1ccc(OC)c(OC)c1	x	x	0.4	-0.8	-5	0	4	1	-4	1
O=C1CCC(=O)N1c1cccc(-c2nc3ccccc3o2)c1	x	113	1.8	0.3	0	0	-9	28	x	-3
Cc1cc(C(=O)NC(C)C2CCCO2)no1 (configuration not stated)	-6	115	-1.1	-0.6	1	-3	-3	36	-4	1
NC(=O)c1ccc(-n2nnnc2SCc2ccccc2)cc1	-2	96	2.1	-0.3	-2	-1	-5	6	0	0
COc1ccccc1-n1nnnc1SCC(=O)NC1CC1	1	81	0.7	-1.4	1	0	-23	7	1	1
CC(C)(C)NC(=S)NCc1ccncc1	-1	89	0.4	-2.0	-3	-2	11	-6	-2	1
CS(=O)(=O)c1nc2c(cc1C#N)CCCC2	-1	95	0.2	-2.1	2	0	-4	41	-3	0
Cn1c(=O)c2[nH]c(CNCc3ccccc3Cl)nc2n(C)c1=O	-1	91	7.7	0.1	-5	2	-8	-6	5	0
Nc1cc(=O)[nH]c(SCC(=O)N2CCc3ccccc3C2)n1	5	99	-0.7	0.0	-2	2	-6	-8	-1	14
Cc1ccsc1/C=N/NC(=O)CNC(=O)c1ccc(S(=O)(=O)N2CCOCC2)cc1	-5	85	1.9	-2.7	1	-2	1	10	-1	0
CCN(CC)C(=O)c1ccc(C)c(Br)c1	-2	101	-0.3	-1.3	-1	3	8	3	x	1
CCOc1cc(C2C(C#N)=C(N)Oc3n[nH]c(-c4ccncc4)c32)cc([N+](=O)[O-])c1O (configuration not stated)	9	x	-1.4	0.9	4	0	x	-2	0	x
COc1ccc(OC)c(S(=O)(=O)Nc2cccc(-c3ccc4nncn4n3)c2)c1	4	97	0.6	-2.2	-1	15	-8	12	x	-2
NS(=O)(=O)c1ccc(CCNC(=O)C2CC(=O)N(Cc3ccccc3Cl)C2)cc1 (configuration not stated)	-1	108	-0.9	-1.7	1	-4	-4	0	-4	2
CC(Nc1ccc(Br)cc1)C(=O)Nc1cccc(S(=O)(=O)N2CCOCC2)c1 (configuration not stated)	-1	96	0.7	-0.2	-1	-2	10	17	2	1
CC(OC(=O)C1=COCCO1)C(=O)NC(C)c1ccc(Cl)cc1Cl (configuration not stated)	-1	102	-1.4	-2.6	-7	1	1	-5	1	0
Cc1ccc(C)c(/C=N/Nc2nc3ccccc3c(=O)n2O)c1	x	107	x	x	x	-51	x	25	0	x
CCN(CC)CCCNc1nc(N)c([N+](=O)[O-])c(NCCO)n1	x	109	-1.4	-0.3	-5	-1	-1	-5	23	-2
O=C(CCc1nc2ccccc2[nH]1)Nc1ccc(F)cc1	x	102	-1.1	-1.1	-8	-4	-4	10	2	-3
COCCN1C=C(C(=O)OC)C(c2ccc(OC)c(OC)c2)C(C(=O)OC)=C1	-6	101	0.8	-2.2	-8	-3	1	10	-4	0

Overlap with the part before: 3 compounds, then new ones.
SMILES	CAL PDZ FP-1	Pemphigus Ab inh	LANA DNA inh	CAL PDZ FP-2	Keap1-Nrf2 PPI	V-ATPase pHluor	Cardiac RTF inh	Arrestin-AP2 inh	NSD2 HMT inh	DAGLB inh
CCN(CC)CCCNc1nc(N)c([N+](=O)[O-])c(NCCO)n1	x	109	-1.4	-0.3	-5	-1	-1	-5	23	-2
O=C(CCc1nc2ccccc2[nH]1)Nc1ccc(F)cc1	x	102	-1.1	-1.1	-8	-4	-4	10	2	-3
COCCN1C=C(C(=O)OC)C(c2ccc(OC)c(OC)c2)C(C(=O)OC)=C1	-6	101	0.8	-2.2	-8	-3	1	10	-4	0
Cc1ccc(S(=O)(=O)NCC(=O)OCc2nnc(-c3ccccc3)o2)cc1	x	x	-1.3	0.1	-7	-1	-3	-10	-1	2
CC1(C(=O)N(CC(=O)NC2CCCC2)Cc2ccccc2)CC(=O)N=C2C=CC=CN21 (configuration not stated)	-4	107	2.1	-0.2	-1	6	-10	-2	32	2
CCN(CC(=O)Nc1c(F)cccc1F)C(=O)CSC(=S)N1CCCC1	0	116	2.2	-0.7	-11	x	-8	-8	0	2
Cc1ccc(S(=O)(=O)NCCC(=O)NCCc2ccc(S(N)(=O)=O)cc2)cc1C	-4	101	-0.9	-0.7	-6	-1	-12	-9	-4	-1
COc1ccc(C2=NOC(C)(c3nnc(Cc4ccccc4)o3)C2)cc1 (configuration not stated)	1	104	-0.7	0.8	-1	-3	-1	3	x	-3
Cc1ccc(CN2CCN(/N=C/c3ccc(C(=O)O)cc3)CC2)c(C)c1	1	100	0.5	0.0	-2	1	10	5	2	0
O=C(c1cc(C2CC2)on1)N1CCN(c2ccccc2)CC1	1	106	0.9	0.5	8	-1	-9	1	x	-13
Cc1cccc(CSc2nc3c(c(=O)[nH]2)CCC3)c1	-6	87	2.6	-2.3	1	-1	-6	5	-4	-1
O=C(CCC(=O)N1CCOc2ccccc21)Nc1cc(F)ccc1F	1	107	-0.6	-0.6	2	1	-11	2	x	2
Cc1cccc(NC(=O)CSc2nc3ccccc3nc2N2CCCC2)c1	-3	94	5.3	-0.3	1	-1	-7	16	x	-8
Cc1cccc(CSc2nc3c(c(-c4cccs4)c2C#N)CN(C)CC3)c1	-2	109	1.9	-0.1	-5	-2	-2	-1	-1	-1
O=C1NCC2=C1C(c1ccc(Br)cc1)Nc1ccccc1N2 (configuration not stated)	-6	99	-1.5	-1.1	1	2	-9	3	9	6
CCS(=O)(=O)N1Cc2ccccc2CC1C(=O)N(C)Cc1ccc(OC)cc1OC (configuration not stated)	-2	x	1.0	-3.2	2	2	-21	15	1	1
C=COC(=O)c1sc2nc(C)cc(C)c2c1N	0	106	-2.4	-0.6	1	-3	2	-4	-9	0
O=C(NCc1ccc(F)cc1)c1cc(-c2ccccn2)nc2ccc(S(=O)(=O)N3CCOCC3)cc12	x	99	x	x	x	3	x	x	2	0
O=C(CSc1nnc(Cc2ccc(Cl)cc2)o1)Nc1ccccc1	-4	101	-0.3	-2.1	-9	-4	-6	12	-1	-4
O=c1[nH]c(CN2CCN(c3ccc(F)cc3)CC2)nc2ccccc12	0	108	5.1	0.0	-2	-3	10	-2	2	-3
CC(C)CCn1nnnc1CN1CCN(C(=O)c2ccco2)CC1	-2	99	0.0	0.5	-1	-4	2	1	0	-1
O=C(NC1CCOc2ccccc21)c1ccc(Cl)nc1 (configuration not stated)	0	98	-0.1	-1.4	5	5	3	-8	4	0
COc1ccc(OC)c(C2C3=C(CCCC3=O)Nc3c2c(=O)n(C)c(=O)n3C)c1 (configuration not stated)	-1	98	-0.4	-1.2	-2	-1	-5	31	2	-2
Cc1cc(=O)oc2c(C(=O)c3ccccc3)c(OCC(N)=O)ccc12	x	107	x	x	x	0	x	17	7	x
O=C1c2cccc3c(N4CCOCC4)c([N+](=O)[O-])cc(c23)C(=O)N1c1cccc2ccccc12	-2	118	-0.3	-1.8	-4	0	9	1	1	3
C/C(=N\NC(=O)c1ccccc1)c1ccc(NC(=O)c2cccs2)cc1	0	97	1.3	0.5	0	-1	0	0	1	1
COc1ccc(N(C)S(=O)(=O)c2cccc(C(=O)Nc3ccc(N4CCOCC4)cc3)c2)cc1	-1	110	1.2	-1.8	-7	-1	-5	-9	x	3
c1cnc2ccc(C(c3nnnn3C3CCCC3)N3CCN(c4nc5ccccc5s4)CC3)cc2c1 (configuration not stated)	-2	91	1.8	-1.7	-6	-1	4	11	1	-1
SMILES	CAL PDZ FP-1	Pemphigus Ab inh	LANA DNA inh	CAL PDZ FP-2	Keap1-Nrf2 PPI	V-ATPase pHluor	Cardiac RTF inh	Arrestin-AP2 inh	NSD2 HMT inh	DAGLB inh
CC(=O)Nc1ccc(S(=O)(=O)NCCC(=O)OCC(=O)NCc2ccccc2)cc1	x	96	-0.5	-1.8	-3	3	-5	-4	-1	0
O=c1cc(N2CCc3ccccc3C2)[nH]c(=O)n1C1CCCCC1	0	99	2.7	-0.8	0	1	6	-4	3	2
Cc1cc(Cl)ccc1NC(=S)N1CCN(C(=O)c2ccco2)CC1	2	103	-0.7	-0.3	-2	-1	-3	5	-3	0
O=C1c2ccsc2SCCN1Cc1ccccc1Cl	-4	89	-4.0	x	-5	1	-2	6	1	-2
CCOc1ccccc1C(=O)NC1CC2CCCC(C1)N2Cc1ccccc1 (configuration not stated)	10	x	3.0	-0.8	-3	-1	4	-15	-1	0
CC(C)CN(C(=O)COC(=O)c1ccc2ccccc2n1)C1CCS(=O)(=O)C1 (configuration not stated)	-1	104	0.0	-2.1	-3	0	8	3	-5	-2
Cc1nc(C(F)(F)F)ccc1C(=O)NN1CCOCC1	-1	95	2.3	-4.3	-4	0	-8	46	-1	2
CC1CN(C(=O)c2cccs2)CC(C)O1 (configuration not stated)	3	107	-1.1	-0.7	0	-3	-3	9	1	0
CCOC(=O)NC(=O)C(=CNc1ccccc1OC)C(=O)NC(=O)OCC	0	95	-0.2	-1.7	2	4	-5	-7	x	1
